GPR55 antagonists = GPR55 antagonists blocking LPI-driven arrestin recruitment, primary screen, imaging, U2OS, beta-arrestin-GFP, LPI agonist (AID 2013). G-protein coupled receptor 55 (Homo sapiens). U2OS GPR55 beta-arrestin-GFP translocation imaging, LPI antagonism; higher % means a stronger effect. one-dose inhibition, % at 10 µM; IC50 in µM for titrated hits. 290,000 compounds, 0.13% hits;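 active means spots per cell inhibited over 60%, with over 100 cells counted and total cytoplasm intensity under 500,000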;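 further: U2OS cells stably carrying GPR55 and arrestin-GFP stimulated by 5 µM LPI near EC80; imaged beta-arrestin-GFP aggregate spots per cell after agonist stimulation; plate controls were LPI-stimulated DMSO wells for no effect and DMSO wells without LPI for full effect; some results filed as inactive read as strong as hits; confirmed hits need IC50 under 10 µM and bright autofluorescent wells are also inconclusive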
West Nile virus CPE = West Nile virus antiviral activity, cell-based, CPE readout (AID 1621). West Nile virus-infected cells, CPE inhibition; higher % means a stronger effect. 290,000 compounds, 0.02% hits. one-dose CPE inhibition, % at 10 µM; IC50 in µM for titrated hits; in the data active means a potency from the dose series; further: strong numbers were not always called active
Salmonella PhoP GFP = inhibitors of PhoP regulon expression, primary screen, Salmonella Typhimurium, GFP reporter (AID 1863). S. Typhimurium PhoP-regulated promoter GFP reporter, 4 h; higher % means a stronger effect. one-dose inhibition, % at 50 µM; IC50 in µM for titrated hits. 300,000 compounds, 0.16% hits;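 active means inhibition over 29.93%, a cutoff 3 SD above the screen mean, later confirmed by dose response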;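 further: 0% = low Mg2+ inducing control and 100% = high Mg2+ repressing control; strong numbers were not always called active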
GPR35 arrestin U2OS = GPR35 antagonists blocking zaprinast-driven arrestin recruitment, primary screen, imaging, U2OS, beta-arrestin-GFP, zaprinast agonist (AID 2058) | G-protein coupled receptor 35 (Homo sapiens) | inhibition, % at 10 µM, or IC50 in µM where a hit was titrated | U2OS GPR35 beta-arrestin-GFP translocation imaging, zaprinast antagonism; higher % means a stronger effect | 290,000 compounds, 0.052% hits;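 active means inhibition of at least 50% with at least 30 cells and total cytoplasm GFP at most 10,000,000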
T cell modulator = modulators of CD8 T cell-vesicle binding, primary screen, mouse 2C CD8+ T cells, flow cytometry; 2C CD8+ T cell-vesicle binding; stronger effect = lower value; calls only at 7 µM; 330,000 compounds, 0.068% hits; AID 2052, 2009;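 active means response, share of CD8 T cells binding vesicles, and their 90th percentile fluorescence all below set limits, cut at about 80% in these data, passing the limit was not always enough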
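Assay system – 2C mouse CD8+ T cells · Also added – QL9-loaded Drosophila micro-vesicles · Timing – Cell–vesicle co-incubation 1.5 h at 37 °C, staining 20 min on ice · Signal – flow cytometry of vesicle-bound cells · Measure – percent CD8+ FL2 mean versus row control · Controls – Peptide-free naked vesicles (low) and QL9 vesicles with 0.7% DMSO vehicle (high)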
NTR1 ag = agonists of NTR1, primary screen, imaging, U2OS cells, beta-arrestin-GFP, high content (AID 493036); NTR1-U2OS beta-arrestin-GFP spot imaging, agonist mode; activation, % at 20 µM; Neurotensin receptor type 1 (Homo sapiens), P30989; 330,000 compounds, 0.17% hits;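 active means activation at or above 40% of the spot to cytoplasm intensity ratio, with at least 20 cells analyzed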;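 further: 0% = DMSO without peptide and 100% = 100 nM NTR1 peptide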
Target sequence (P30989 whole entry, looked up): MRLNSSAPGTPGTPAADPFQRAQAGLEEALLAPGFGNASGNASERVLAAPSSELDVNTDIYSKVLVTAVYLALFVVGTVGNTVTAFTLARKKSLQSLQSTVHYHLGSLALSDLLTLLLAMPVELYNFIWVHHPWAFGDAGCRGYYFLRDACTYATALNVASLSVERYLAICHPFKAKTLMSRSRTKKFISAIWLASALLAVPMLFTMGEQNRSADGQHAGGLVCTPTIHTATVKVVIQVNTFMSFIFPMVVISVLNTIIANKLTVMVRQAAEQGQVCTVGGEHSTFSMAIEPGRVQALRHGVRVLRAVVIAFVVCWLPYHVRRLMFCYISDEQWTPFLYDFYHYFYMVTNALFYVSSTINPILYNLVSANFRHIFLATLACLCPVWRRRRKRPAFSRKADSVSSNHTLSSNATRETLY
KOR beta-arrestin-1 = KOR agonists, beta-arrestin recruitment, primary screen, cell-based, luminescence, uHTS (AID 1777) | KOR beta-arrestin recruitment, luminescence; higher % means a stronger effect | activation, % at 10 µM; hits with a dose series show EC50 in µM | 280,000 compounds, 0.02% hits; in the data active means activation above about 50%, passing the limit was not always enough; further: a part of the inactive calls stands beside numbers as strong as those of hits
GPR55 activation = GPR55 agonists via beta-arrestin recruitment, primary screen, imaging, U2OS cells, beta-arrestin-GFP redistribution (AID 1961); 290,000 compounds, 0.048% hits; U2OS GPR55 beta-arrestin-GFP redistribution imaging; higher % means a stronger effect; one-dose activation, % at 10 µM; EC50 in µM for titrated hits;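 active means activation above 40% with more than 50 cells counted in the well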;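 further: U2OS osteosarcoma cells stably expressing GPR55 and beta-arrestin-GFP; plate controls were DMSO negative control for no effect and LPI positive control for full effect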
KOR beta-arrestin-2 = KOR antagonists, beta-arrestin recruitment, cell-based, luminescence, uHTS (AID 1778); Kappa-type opioid receptor (Homo sapiens); KOR beta-arrestin recruitment, luminescence, antagonist mode; higher % means a stronger effect; inhibition, % at 10 µM, or IC50 in µM where a hit was titrated; 290,000 compounds, 0.091% hits; in the data active means inhibition above about 50%; further: strong numbers were not always called active
T cell modulator vesicle-bound % = further read-out of T cell modulator, marked with its call; double positive events, %; measured here: CD8+ vesicle-bound cell fraction;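 binding gate set so that unloaded-vesicle control wells show 10% double positive cells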
NTR1 ag cell count 20 µM = second read-out of NTR1 ag, no call of its own (marks repeat the call); cell count; measured here: cell count, cytotoxicity flag
* hit, by the source's call; i = inactive; x = no result given; [ ] = another dose, or the depositor's remark.

mol	GPR55 antagonists	Salmonella PhoP GFP	KOR beta-arrestin-2	NTR1 ag	West Nile virus CPE	GPR55 activation	T cell modulator	NTR1 ag cell count 20 µM	T cell modulator vesicle-bound %	KOR beta-arrestin-1	GPR35 arrestin U2OS
O=C1NC(=O)N(CCC2=CCCCC2)C(=O)/C1=C/c1cccs1	0%	-13%	-77%	13	0.4%	0.7%	i	58	54	7.4%	5%
Cc1ccc(S(=O)(=O)N(C)C/N=C(\N)N[N+](=O)[O-])cc1	1%	8%	-21%	0.6	-0.2%	0.3%	i	65	49	-1.5%	-16%
O=C(CCN1C(=O)COc2ccccc21)N1CCC2(CC1)OCCO2	-11%	11%	19%	0.7	-0.1%	-0.1%	i	35	11	-2.2%	8%
O=C(Cn1ncc2ccsc2c1=O)N1CCC2(CC1)OCCO2	-1%	-4%	-5%	-2.3	0.2%	-0.1%	i	55	32	-2.8%	10%
CN(C)C(=O)Oc1ccc(OCc2nc3ccccc3[nH]2)cc1	12%	11%	-25%	4.9	-1.7%	-0.3%	i	46	48	0.5%	0%
CCOC(=O)c1nc2ccccc2c(=O)n1-c1cccc(C)c1	-5%	6%	-10%	0.3	-0.2%	0.0%	i	72	47	0.3%	-12%
COC(=O)C1=C(c2cc3ccccc3s2)C[C@@H]2CC[C@H]1N2C(=O)NCCO	x	1%	x	0.3	-0.7%	x	i	97	42	x	x
Cc1oc2ccc(OC(=O)N(C)C)cc2c1C(=O)OC(C)C	3%	-3%	11%	4.9	-0.8%	0.7%	i	67	36	-1.0%	-2%
OC(c1cccc(Cl)c1)(c1cccc(Cl)c1)C1CN2CCC1CC2 (stereo not drawn)	14%	x	i	4.1	-2.1%	-0.1%	i	60	62	x	-7%
CCCCCn1c(=O)c(C(=O)NCc2ccncc2)c(O)c2ccccc21	-8%	26%	-16%	1.6	0.1%	-0.2%	i	31	20	-0.4%	-2%
OC(CN1CCCCC1)c1c[nH]c2ccccc12 (stereo not drawn)	-5%	3%	-9%	-2.2	0.1%	0.3%	i	79	26	-5.7%	16%
N=c1c[n+](CC23CC4CC(CC(C4)C2)C3)[n-]o1	34%	9%	2%	0.2	-0.3%	-0.1%	i	67	46	0.8%	17%
CCCCc1nc2ccccc2c(=O)n1-c1ccc(Cl)cc1[N+](=O)[O-]	11%	-6%	2%	-0.5	-1.0%	-0.1%	i	73	46	-0.5%	0%
O=C(O)c1sc2cc(Cl)ccc2c1Cl	3%	-10%	28%	0.4	-1.3%	-0.1%	i	46	24	0.3%	-1%
CN1CCN(Cc2cc(C(C)(C)C)c(O)c(C(C)(C)C)c2)CC1	14%	7%	-33%	-1.2	0.4%	-0.1%	i	80	15	3.9%	16%
COC(=O)C1=C(c2cc3ccccc3o2)C[C@@H]2CC[C@H]1N2C(=O)NCc1ccc(C(F)(F)F)cc1	x	-1%	x	8.3	-1.0%	x	i	75	41	x	x
CNC(C(=O)c1ccccc1)C(OC)c1cccc([N+](=O)[O-])c1 (stereo not drawn)	4%	-3%	0%	1.9	1.1%	-0.2%	i	51	53	3.0%	3%
Cc1ccc(OP(=O)(NC(C)c2ccccc2)Oc2ccc(C)cc2)cc1 (stereo not drawn)	4%	x	-15%[20 µM]	14	-0.6%	-0.1%	i	38	5	4.2%	-14%
CC1CN(C)C(C)(C)CC1(O)c1ccccc1 (stereo not drawn)	-1%	-5%	-11%	-0.8	0.2%	-0.2%	i	42	17	x	12%
CCN(CC)C(=O)c1ccc(NC(=O)CCCSc2ccccc2)cc1	8%	4%	-19%	-0.6	-0.1%	-0.3%	i	46	50	-4.2%	-10%
CCOc1ccc(NC(=O)C2C3c4ccccc4C(c4ccccc43)C2C(=O)O)cc1 (stereo not drawn)	3%	0%	-5%	-1.0	0.0%	-0.2%	i	48	18	-1.8%	0%
C=CCn1c(O)c(N=Nc2c(C)n(C)n(-c3ccccc3)c2=O)c(=O)[nH]c1=S	0%	9%	10%	0.3	-1.3%	0.3%	i	52	7	-4.6%	2%
CCOc1nc(NC(C)C)nc(N2CC3CC(C2)c2cccc(=O)n2C3)n1 (stereo not drawn)	3%	-1%	-7%	-0.1	-0.3%	-0.2%	i	85	53	0.1%	8%
CCN(CC)CCCOC(=O)C(OC)(c1ccccc1)c1ccccc1	9%	-4%	31%	-0.1	-0.6%	-0.1%	i	53	23	-1.3%	-3%
COC(=O)CC1(Cc2ccccc2)C(=O)NC(=O)NC1=O	9%	3%	15%	-0.1	0.6%	-0.1%	i	40	18	-3.3%	4%
O=C(COC(=O)c1cccc(O)c1)Nc1ccc(Cl)cc1C(=O)c1ccccc1	4%	6%	3%	12	-1.0%	-0.2%	i	94	34	-4.8%	-8%
NC(=O)c1ccc(N=Nc2c(O)[nH]c(=O)[nH]c2=O)cc1	4%	-18%	-6%	-1.2	1.1%	0.2%	i	77	59	-4.5%	-15%
O=[N+]([O-])c1ccc(NC2CCN(Cc3ccccc3)CC2)c2ccncc12	9%	-4%	x	6.0	11%	0.6%	i	57	43	x	13%
O=c1[nH]c(=S)n(CCC2=CCCCC2)c(O)c1/C=N/Nc1ccccc1	9%	0%	7%	4.3	-0.1%	-0.1%	i	44	22	-1.3%	-5%
CCC(=O)Nc1cc(C(=O)N2CCC3(CC2)OCCO3)ccc1S(=O)(=O)c1ccc(C)cc1	11%	1%	-16%	2.0	1.3%	0.0%	i	44	34	3.3%	-9%
O=C(CCc1nnc2ccc(NCc3ccccc3Cl)nn12)N1CCC2(CC1)OCCO2	6%	-3%	-42%	1.9	0.0%	-0.2%	i	53	21	-4.0%	-9%
CC(C)CCNC(=O)c1cc(C(=O)c2cc(Br)ccc2O)cn(CCC(C)C)c1=O	8%	-9%	-27%	1.3	-1.6%	-0.3%	i	32	44	5.4%	-2%
CC(=O)NC1CC2CCC(C1)N2 (stereo not drawn)	-16%	4%	1%	-2.0	-0.2%	-0.1%	i	90	44	-2.8%	-1%
COc1ccc(C(=O)C2CCCN(Cc3ccon3)C2)cc1OC (stereo not drawn)	11%	-1%	-1%	-0.2	-1.0%	-0.2%	i	89	63	-0.8%	9%
CN(C)c1ccc(C2C3C=CC(C3)C2(C#N)C(=O)O)c(Br)c1 (stereo not drawn)	2%	7%	-9%	-1.1	-0.2%	0.2%	i	40	36	19%	4%
OC1(c2cccnc2)CC2CCC(C1)N2Cc1nnnn1Cc1ccccc1 (stereo not drawn)	-2%	0%	-15%	-0.2	x	-0.3%	i	60	37	-3.6%	-8%

Complete entries as entered above. Screens in order: GPR55 antagonists	Salmonella PhoP GFP	KOR beta-arrestin-2	NTR1 ag	West Nile virus CPE	GPR55 activation	T cell modulator	NTR1 ag cell count 20 µM	T cell modulator vesicle-bound %	KOR beta-arrestin-1	GPR35 arrestin U2OS
Record of COC(=O)CC1(Cc2ccccc2)C(=O)NC(=O)NC1=O = 9%	3%	15%	-0.1	0.6%	-0.1%	i	40	18	-3.3%	4%
Record of CCC(=O)Nc1cc(C(=O)N2CCC3(CC2)OCCO3)ccc1S(=O)(=O)c1ccc(C)cc1 = 11%	1%	-16%	2.0	1.3%	0.0%	i	44	34	3.3%	-9%

Further records follow.
mol	GPR55 antagonists	Salmonella PhoP GFP	KOR beta-arrestin-2	NTR1 ag	West Nile virus CPE	GPR55 activation	T cell modulator	NTR1 ag cell count 20 µM	T cell modulator vesicle-bound %	KOR beta-arrestin-1	GPR35 arrestin U2OS
COc1ccc(-n2c(CNCCc3ccc(C)cc3)nc3ccccc3c2=O)cc1	-29%	5%	8%[20 µM]	1.8	-1.4%	-0.2%	i	73	58	0.9%	6%
Cc1ccc(/C=C2/Sc3ccc(C(=O)N4CCC5(CC4)OCCO5)cc3NC2=O)cc1	0%	-6%	-24%	3.7	0.2%	-0.2%	i	65	20	0.9%	-6%
CSc1ncc(/C=C2/C(=O)NC(=O)N(c3ccc(C(C)C)cc3)C2=O)cn1	-10%	-11%	20%	0.4	0.0%	-0.3%	i	46	56	6.3%	26%
O=C1NC(=O)C(=Cc2ccc3c(c2)OCO3)C(=O)N1	5%	9%	-21%	-0.2	0.8%	-0.5%	i	37	28	-1.6%	3%
O=C(COc1ccccc1)N1CCN(CC2CC=CCC2)CC1 (stereo not drawn)	-1%	1%	-16%	-0.3	-1.1%	x	i	47	17	1.9%	2%
CN1CC(C(=O)c2cccs2)C(c2ccc(Cl)cc2)C1 (stereo not drawn)	2%	x	26%	-0.5	-2.5%	-0.1%	i	94	34	-5.3%	-6%
CCC(C)n1c(O)c(/C=N/NC(=O)c2ccncc2)c(=O)[nH]c1=S (stereo not drawn)	24%	-19%	-2%	2.1	0.2%	1.0%	i	48	5	-2.2%	-4%
Cc1nc2ccccc2c(=O)n1-c1cc([N+](=O)[O-])cc([N+](=O)[O-])c1	3%	2%	5%[20 µM]	0.5	-0.4%	0.3%	i	69	15	-2.6%	-11%
CC(Cc1ccccc1Sc1ccccc1O)N(C)C (stereo not drawn)	18%	30%	47%	-1.0	-0.1%	-0.1%	i	41	36	-12%	-13%
CN1CN(c2cccc([N+](=O)[O-])c2)CN=C1N[N+](=O)[O-]	-6%	-1%	14%	-1.9	-0.4%	0.4%	i	54	22	-2.1%	11%
Cc1cc(NC(=O)CCl)nn1C	5%	-11%	-9%[20 µM]	1.3	-1.1%	-0.1%	i	45	48	x	2%
CN1CCN(c2ccc([N+](=O)[O-])c3cccnc23)CC1	10%	-2%	10%	0.4	x	-0.1%	i	46	54	-1.5%	7%
CC(=NCCc1ccccc1)c1c(O)[nH]c(=O)[nH]c1=O	7%	3%	24%	-0.8	0.4%	-0.1%	i	51	44	-0.3%	1%
COc1ccc(-n2c(C)nc3cc(C(=O)N4CCC5(CC4)OCCO5)ccc32)cc1	4%	13%	-26%	0.4	0.1%	0.3%	i	50	1	0.3%	-4%
CN1C(=O)NC(=O)/C(=C/c2ccc(C(=O)O)cc2)C1=O	1%	-14%	3%	0.4	0.0%	-0.1%	i	65	45	4.2%	-3%
Cc1ccc2c(c1)c(=O)c1c3n2CCN(CC#N)C3CC1 (stereo not drawn)	10%	-7%	1%[20 µM]	-0.3	0.2%	0.1%	i	44	41	-2.1%	-3%

The list is partial; the hit share may differ from the screen's.
